# KCNK3 inh – human KCNK3 channel inhibition, primary screen; B-score at 10 µM; CHO-KCNK3 thallium flux, FluxOR fluorescence; hits give low values; AID 602410; 340,000 compounds, 0.84% hits;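 active = B-score under library mean minus 4 SD, starting fluorescence ratio at most library mean plus 5 SD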;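 also: more negative B-score means stronger inhibition of thallium flux through KCNK3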
# HDAC3 inh – blocks human histone deacetylase 3; O15379; recombinant HDAC3, fluorogenic peptide/trypsin coupled, fluorescence; inhibition, % at 8.3 µM; 320,000 compounds, 0.15% hits; in the data active = inhibition above about 26%, passing the limit was not always enough; inconclusive = no clear call, values can overlap the other calls
# Target sequence (O15379 whole entry, looked up): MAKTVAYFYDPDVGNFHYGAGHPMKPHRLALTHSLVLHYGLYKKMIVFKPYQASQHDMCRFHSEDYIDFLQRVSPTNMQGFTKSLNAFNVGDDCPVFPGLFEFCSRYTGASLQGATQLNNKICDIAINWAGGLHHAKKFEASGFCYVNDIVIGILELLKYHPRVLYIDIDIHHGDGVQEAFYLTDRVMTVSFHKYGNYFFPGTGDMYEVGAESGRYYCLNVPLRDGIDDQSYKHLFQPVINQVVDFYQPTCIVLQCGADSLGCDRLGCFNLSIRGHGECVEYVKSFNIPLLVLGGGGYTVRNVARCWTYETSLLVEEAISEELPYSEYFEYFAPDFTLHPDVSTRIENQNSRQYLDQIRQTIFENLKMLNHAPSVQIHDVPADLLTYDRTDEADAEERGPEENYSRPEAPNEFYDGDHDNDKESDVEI
# KCNQ1 act – potentiates or activates the human KCNQ1 potassium channel | B-score at 10 µM | 310,000 compounds, 0.35% hits | CHO-K1 KCNQ1, thallium flux FluxOR fluorescence; hits give high values | P51787;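 active = fluorescence ratio B-score, a plate-corrected score, at least three library SD, with initial intensity B-score within 5 SD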
#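 Assay system: CHO-K1 cells stably expressing KCNQ1; Medium: assay buffer with matched DMSO; Also added: K+/Tl+ depolarizing stimulus; Dosing: single dose; Timing: dye 90 min, compound 20 min, room temperature; Measured by: kinetic FluxOR thallium fluorescence, 10-s 1-Hz baseline, 110-s post-stimulus read; Read-out: peak-minus-minimum fluorescence over initial fluorescence, negative-control normalized, B-scored.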
# ANO1 block – blocks the mouse calcium-activated chloride channel TMEM16A; HEK293 TMEM16A/YFP iodide influx fluorescence, ionomycin; normalized B-score (activity score, 25-100; higher = stronger inhibition) at 10 µM; Q8BHY3; 310,000 compounds, 1.2% hits;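 active = ratio plate-corrected score three or more library SD toward inhibition, starting fluorescence score within five deviations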;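 also: score derived from kinetic fluorescence span divided by baseline fluorescence per well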
# KCNK9 inh – inhibitors of human KCNK9 two-pore domain potassium channel | Q9NPC2 | B-score at 10 µM | HEK293 KCNK9, FluxOR thallium flux fluorescence; hits give low values | 310,000 compounds, 1.2% hits;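 active = ratio B-score over 3 SD below the library mean, with starting fluorescence within 5 SD of its mean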;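 also: negative B-score means less thallium flux so channel inhibition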
# Target sequence (Q9NPC2 whole entry, looked up, the tested form may be a part): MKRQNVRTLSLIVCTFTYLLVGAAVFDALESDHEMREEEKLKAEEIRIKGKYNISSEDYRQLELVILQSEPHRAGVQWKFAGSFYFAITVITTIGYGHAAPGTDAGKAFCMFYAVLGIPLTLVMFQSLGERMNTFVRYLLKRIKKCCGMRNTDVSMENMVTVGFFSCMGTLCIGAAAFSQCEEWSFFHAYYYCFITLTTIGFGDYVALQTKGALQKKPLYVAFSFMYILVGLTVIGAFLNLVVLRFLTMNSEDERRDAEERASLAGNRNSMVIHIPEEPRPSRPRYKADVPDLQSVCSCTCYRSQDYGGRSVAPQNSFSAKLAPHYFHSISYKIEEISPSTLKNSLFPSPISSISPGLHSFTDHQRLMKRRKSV
# hERG rescue – hERG (human) protection from proarrhythmic block; Q12809; CHO-hERG, FluxOR thallium flux, dofetilide IC70 present; activation (rescue from dofetilide block), less the hit threshold, % at 10 µM; 310,000 compounds, 0.51% hits; AID 1511;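 active = activation above the mean of controls blocked by dofetilide plus 5 SD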;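 also: thallium influx through hERG after potassium depolarization seen as dye fluorescence rise; in these data hits start at about 4.7%; inactives centre near -7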
# TMEM16A act – activates or potentiates the mouse TMEM16A chloride channel; Q8BHY3; HEK293 TMEM16A/YFP-H148Q/I152L, iodide quench fluorescence; hits give low values; B-score at 10 µM; 340,000 compounds, 0.3% hits; AID 623877;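 active = fluorescence-ratio B-score plate-corrected deviation score at least 3 library SD below zero, with starting fluorescence score within 5 deviations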;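 also: channel opened by trigger with iodide after compound preincubation; score built on the fluorescence ratio of max minus min over baseline; more negative score means more quench and so TMEM16A activation or potentiation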
# RGS4 pot – RGS4 potentiation or activation. HEK293 M3R/inducible RGS4, carbachol calcium flux Fluo4; hits give low values. B-score at 10 µM. 310,000 compounds, 0.92% hits;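 active = B-score of the integrated calcium signal more than 4 SD below the library mean, with starting fluorescence not abnormally high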;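 also: negative B-score means reduced calcium response which marks RGS4 activation or potentiation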
#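 test system = M3R-expressing HEK293 line, RGS4 induced by doxycycline | probe or stimulus = carbachol at ECmax as muscarinic agonist stimulus | timing = dye loading 30 min 37 °C, buffer rest 30 min RT | signal = calcium dye Fluo4 fluorescence | evaluation = B score from integrated fluorescence ratio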
# KCNQ1 inh – blocks the human KCNQ1 potassium channel; P51787; CHO-K1 KCNQ1, FluxOR thallium flux fluorescence; hits give high values; B-score at 10 µM; 310,000 compounds, 1.3% hits;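 active = compounds whose thallium flux B-score, printed positive for inhibition, exceeds three library SD while starting fluorescence stays within three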;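 also: channel opened by potassium depolarization with thallium stimulus after 20 min compound exposure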
# RGS4 inh – inhibitors of human RGS4; P49798; HEK293 M3R/RGS4 inducible, Fluo-4 calcium flux; hits give high values; triggered by carbachol at its EC20; B-score at 10 µM; 310,000 compounds, 0.45% hits; AID 463165;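 active = B-score, a plate-corrected calcium signal, over three deviations above library mean, with baseline fluorescence within five deviations of library mean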;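 also: RGS4 expression induced by doxycycline in cells with stable M3 receptor; B-score is computed from the integrated fluorescence ratio over baseline after carbachol; higher B-score means a larger calcium signal and so more RGS4 inhibition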
# Target sequence (P49798 whole entry, looked up): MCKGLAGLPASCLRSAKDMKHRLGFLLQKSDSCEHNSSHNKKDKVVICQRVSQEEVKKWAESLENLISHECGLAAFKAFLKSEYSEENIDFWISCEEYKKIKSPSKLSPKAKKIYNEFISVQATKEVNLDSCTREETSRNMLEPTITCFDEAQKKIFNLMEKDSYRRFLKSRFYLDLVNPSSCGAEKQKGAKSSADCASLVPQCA
# SKKanGAS inh – inhibitors of SKKanGAS S. pyogenes growth in kanamycin (SK-promoter or general growth effect). BacTiter-Glo, 6 h. inhibition, % at 7.5 µM. 300,000 compounds, 1.3% hits. AID 1662;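 active = mean replicate score, as percent of positive control median, at least 50; inconclusive = mean below 50 but one replicate at or above 50; inactive = mean and every replicate below 50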;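 also: strain carries kanamycin resistance gene driven by streptokinase promoter and grows in 40 µg/ml kanamycin; loss of luminescence reflects streptokinase promoter inhibition or plain growth inhibition; 0% = median of DMSO wells and 100% = positive control at its reference dose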
# * marks the source's active call; other numbers are inactive results; i = inactive; ? = inconclusive; . = not tested or not shown.
SMILES,KCNK3 inh,HDAC3 inh,KCNQ1 act,ANO1 block,KCNK9 inh,hERG rescue,TMEM16A act,RGS4 pot,KCNQ1 inh,RGS4 inh,SKKanGAS inh
CCOc1ccc(Nc2cc(=O)[nH]c(=O)[nH]2)cc1,i,-2,i,i,i,-10,i,i,i,i,1
Cc1ccc2nc(Nc3ccc(C)c(Cl)c3)c3nncn3c2c1,i,0,i,i,i,-5,i,i,i,i,14
COc1ccccc1NC(=O)Cn1c(CN2CCCCC2)nc2ccccc2c1=O,i,-8,i,i,i,-7,i,i,i,i,-1
Nc1ccc(Oc2ccc3c(c2)C(=O)N(CC2CCCO2)C3=O)cc1 (stereo not drawn),i,8,i,i,i,-3,i,i,i,i,2
COc1ccnc(N2CCN(c3ccccc3)CC2)c1C#N,i,-2,i,i,i,-3,i,i,i,i,-7
COc1cc(Cl)cc(C(c2c(C(=O)O)[nH]c3ccccc23)c2c(C(=O)O)[nH]c3ccccc23)c1O,i,3,i,i,i,0,i,i,i,i,2
Cc1ccc(C)c(OC2=NS(=O)(=O)c3ccccc32)c1,i,-4,i,i,i,-24,i,i,i,i,0
O=C(NCc1nc2ccccc2[nH]1)C1=C[C@@H](C2CCCCC2)C[C@@H](OCc2ccc(CO)cc2)O1,i,17,i,i,i,-5,i,i,9*,i,31
COc1ccc2oc(C(=O)NC3(C)CCS(=O)(=O)C3)c(C)c2c1 (stereo not drawn),i,1,i,i,i,-5,i,i,i,i,-7
COc1ccc2[nH]cc(CCNC(=O)c3ccc4ccccc4n3)c2c1,i,-6,i,i,i,-9,i,i,i,i,-5
Cc1ccc(/C=N/NC(=O)CCCOc2ccc(Cl)cc2Cl)cc1[N+](=O)[O-],i,2,i,i,i,-6,i,i,i,i,9
CC(C)(O)c1[nH]c2cc(F)ccc2c1C(C)(C)O,i,-7,i,i,i,-7,i,i,i,i,90*
O=c1oc(-c2cccs2)nc2sc3c(c12)CCCC3,i,4,i,i,i,-6,i,i,i,i,-25
CC(C)CCNS(=O)(=O)c1ccc(-c2ccc(S(=O)(=O)NCCC(C)C)cc2)cc1,i,-6,i,i,i,2,i,i,i,i,-13
c1ccc(-c2nnc(SCc3cn4ccsc4n3)o2)cc1,i,0,i,i,i,-6,i,i,i,i,0
O=C(Nc1cccnc1)c1ccccc1F,i,7,i,i,i,-3,i,i,i,i,-1
Cn1c(=O)c2c(nc(CN3CCc4ccccc4C3)n2Cc2cccc(Cl)c2)n(C)c1=O,i,.,i,i,i,-19,i,i,i,i,13
COc1cccc(NC(=S)NC(=O)Cc2ccc(Cl)cc2)c1,i,-6,i,i,i,-5,i,i,i,i,25
CCOC(=O)c1c(CCl)nc2ccccc2c1C,i,9,i,i,i,-7,i,i,i,i,-1
COc1ccc(-c2cc(C(F)(F)F)nc(N3CCCCCC3)n2)cc1,i,10,i,i,i,-14,i,i,i,i,?
O=C(NCCc1ccccc1)c1nc(-c2cccs2)no1,i,-2,i,i,i,-8,i,i,i,i,8
Cc1ccc(C2(C)NC(=O)N(CCOc3ccccc3)C2=O)cc1 (stereo not drawn),i,3,i,i,i,-6,i,i,i,i,6
CCSc1c(C(=O)NC)ccc2c1C(=O)c1ccccc1C2=O,i,5,i,i,i,-4,i,i,i,i,25
CC(C)(C)c1ccc(CN(Cc2ccccc2)C(c2ccccn2)c2nnnn2C(C)(C)C)cc1 (stereo not drawn),i,2,i,i,-7.4*,-8,i,i,i,i,9
O=C(CS(=O)(=O)c1ccccc1)Nc1nc(-c2ccc(F)cc2)cs1,i,7,i,i,i,-13,i,i,i,i,15

# Following part.
SMILES,KCNK3 inh,HDAC3 inh,KCNQ1 act,ANO1 block,KCNK9 inh,hERG rescue,TMEM16A act,RGS4 pot,KCNQ1 inh,RGS4 inh,SKKanGAS inh
S=C1NCN(Cc2ccco2)CN1,i,-6,i,i,i,-5,i,i,i,i,4
O=C(COC(=O)C1CC2C=CC1C2)Nc1ccccc1 (stereo not drawn),i,-1,i,i,i,-6,i,i,i,i,2
C/C(=N\N1CCN(c2ccc(Cl)cc2)CC1)c1ccco1,i,-1,i,i,i,-13,i,i,i,i,-2
COc1ccc(OC)c(-n2c(=S)[nH]c3cc(C(=O)NCCCN4CCCC4=O)ccc3c2=O)c1,.,-1,i,i,i,-9,.,i,i,i,-3
CCN(CC)C(=O)c1cn(CC)c(=O)c2cc(OC)c(OC)cc12,i,-17,i,i,i,-4,i,i,i,i,-2
Cc1ccc(N2CC(C(=O)OCc3ccccc3F)CC2=O)cc1 (stereo not drawn),i,-6,i,i,i,-6,i,i,i,i,-1
COc1cc(C(=O)NC(=S)Nc2ccc(Cl)cn2)cc(OC)c1OC,i,3,i,i,i,-5,i,i,i,i,-11
CC(C)n1cc(CN2CCCC(C(=O)Nc3cccc(-c4cc5ccccc5[nH]4)c3)C2)cn1 (stereo not drawn),i,-4,i,i,i,-22,i,i,i,i,-5
COc1ccc(NC(=S)NNC(=O)OC(C)(C)C)cc1OC,i,1,i,i,i,-12,i,i,i,i,0
CN(C)c1ccc(-c2nnn(CC(=O)NCc3ccc4c(c3)OCO4)n2)cc1,i,15,i,i,i,-2,i,i,i,i,1
CCN1CCN(c2cc(C)c3cc(NC(=O)c4ccc5c(c4)OCO5)ccc3n2)CC1,i,-6,i,i,i,-9,i,i,i,i,2
Cc1nn(Cc2noc(C(=O)NCC3CCCO3)n2)c(C)c1Br (stereo not drawn),i,.,i,i,i,-9,i,i,i,i,-4
O=C(CCc1ccccc1)NNC(=O)c1ccco1,i,-4,i,i,i,-4,i,i,i,i,-1
CCOCc1nnc(NC(=O)c2ccco2)s1,i,0,i,i,i,-11,i,i,i,i,-1
CC1=C(C(=O)OC(C)C)C(C)NC(=O)N1 (stereo not drawn),i,-2,i,i,i,-8,i,i,i,i,-24
CCCCCOC(=O)NCCOC(=O)Nc1ccc(C(=O)OCC)cc1,i,-4,i,i,i,-20,i,i,i,i,4
CCOC(=O)c1c(C)n(C)c2ccc(O)c(CN3CCCCC3)c12,i,5,i,i,i,-14,i,i,i,i,-11
O=S(=O)(c1ccc(Cl)cc1)n1cccn1,i,-5,i,i,i,-15,i,i,i,i,-12
CNC(=O)CC1C(=O)N(C)C(=S)N1NC(=O)c1ccccc1 (stereo not drawn),i,1,i,i,i,-8,i,i,i,i,6
COCCCNC(=O)CN(c1cc(Cl)ccc1OC)S(C)(=O)=O,i,-3,i,i,i,-6,i,i,i,i,-2
O=C(CCc1ccccc1)Nc1ccc(NS(=O)(=O)c2ccccc2)cc1,i,9,i,i,i,-3,i,i,i,i,-4
CC(C)(C)c1ccc(-c2nnc(SCC(=O)O)n2N)cc1,i,2,i,i,i,-14,i,i,i,i,-13
Cc1cc(OCCCn2cnc3ccccc3c2=O)ccc1[N+](=O)[O-],i,0,i,i,i,-4,i,i,i,i,-3
CC(C)Oc1ccc(C(CC(=O)O)NC(=O)CSc2ncn[nH]2)cc1 (stereo not drawn),i,0,i,i,i,-8,i,i,i,i,-5
COc1ccc(S(=O)(=O)N(CC(=O)NCc2ccccn2)c2ccc(Cl)cc2)cc1,i,-5,i,i,i,-10,i,i,i,i,2

# Next section:
SMILES,KCNK3 inh,HDAC3 inh,KCNQ1 act,ANO1 block,KCNK9 inh,hERG rescue,TMEM16A act,RGS4 pot,KCNQ1 inh,RGS4 inh,SKKanGAS inh
COc1ccc(NC(=O)CCCN(C)S(=O)(=O)c2ccc(C)cc2)cc1,i,2,i,i,i,-9,i,i,i,i,5
CC(=O)c1ccc(OCC(=O)NC2CCS(=O)(=O)C2)cc1 (stereo not drawn),i,.,i,i,i,-12,i,i,i,i,3
Cc1ccc(-c2noc(CN3CCOCC3)n2)cc1,i,0,i,i,i,-6,i,i,i,i,2
CC1CCCN(C(=O)C2c3ccccc3C(=O)N3CCc4ccccc4C23)C1 (stereo not drawn),i,3,i,i,i,-8,i,i,i,i,-9
O=C(N/N=C/c1ccc(O)cc1)c1cc(-c2ccccc2)nc2ccccc12,i,2,i,i,i,-9,i,i,i,i,10
O=C(Nc1ccc2c(c1)OCO2)Nc1ccccn1,i,-1,i,i,i,-6,i,i,i,i,-11
CCOCCn1c(=NC(=O)c2cc(Cl)sc2Cl)sc2cc(S(N)(=O)=O)ccc21,.,4,i,i,i,-8,.,i,i,i,-1
COc1ccccc1-n1cnc2cc(C(=O)NC3CCCC3)ccc21,i,1,i,i,i,-13,i,i,i,i,.
CC(C)C[C@H](NC(=O)[C@@H]1Cc2c([nH]c3ccccc23)C2c3ccccc3C(=O)N21)C(=O)NCC1CCCO1 (stereo partly drawn),i,0,i,i,i,-17,i,i,i,i,7
C=CCn1c(SCC(=O)NC(=O)NCc2ccco2)nc2sc(C)c(C)c2c1=O,i,7,i,i,i,-3,i,i,i,i,-8
Cc1ccc(-c2noc(CCC(=O)N3CCCC3)n2)cc1,i,-6,i,i,i,-1,i,i,i,i,.
COc1ccccc1NC(=O)CC(=O)CSc1nnc(-c2ccc(C)cc2)n1-c1ccccc1,i,-1,i,i,i,-7,i,i,i,i,-27
CC(C)(C)C(=O)N(Cc1nc2ccccc2c(=O)[nH]1)Cc1cccs1,i,3,i,i,i,2,i,i,i,i,-13
COc1ccc(NC(=O)C(c2cc3c(cc2[N+](=O)[O-])OCO3)N(C)C)cc1 (stereo not drawn),i,-7,i,i,i,-7,i,i,i,i,-1
O=C(NC1CCCC1)c1ccc(CS(=O)(=O)Cc2ccccc2F)o1,i,-1,i,i,i,-7,i,i,i,i,-12
Cc1cc(=O)oc2cc(OCC3CC(c4ccccc4)=NO3)ccc12 (stereo not drawn),i,-1,i,i,i,-8,i,i,i,i,-10
COc1ccc(S(=O)(=O)N(CC(=O)NCc2ccncc2)c2cc(C)cc(C)c2)cc1OC,i,8,i,i,i,-12,i,i,i,i,-6
CCN(CC(=O)NC1CCS(=O)(=O)C1)S(=O)(=O)c1ccccc1 (stereo not drawn),i,2,i,i,i,-3,i,i,i,i,0
COC(=O)C1C2C=CC(C3CC23)C1C(=O)OCC(=O)c1ccc(OC)cc1 (stereo not drawn),i,3,i,i,i,-19,i,i,i,i,-2

# Source: PubChem BioAssay
